# PERK inh: block of dimerizer-induced PERK translation repression, primary screen, PERK inhibitor project, CHO PERK-DD cells, SEAP luminescence, HTS. Eukaryotic translation initiation factor 2-alpha kinase 3 (Homo sapiens), Q9NZJ5. CHO PERK-DD fusion, SEAP luminescence translation reporter. inhibition, % at 5.6 µM. 220,000 compounds, 0.17% hits. AID 1416, 2008;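 active means inhibition above the mean inhibition of all tested compounds plus 3 SD, set separately per screening campaign, cut at about 2.9% in these data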;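 further: PERK kinase domain activated by AP20187 dimerizer at 100 nM; 0% = DMSO with dimerizer and 100% = rapamycin at 8.4 µM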
# NPY-Y2 PAM-ag: NPY-Y2 potentiators or agonists, primary screen, cell-based; Neuropeptide Y receptor type 2 (Homo sapiens), P49146; cells expressing NPY-Y2, potentiator/agonist read-out; activation, % at 3.6 µM; 220,000 compounds, 0.45% hits; in the data active means activation above about 27%;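 further: cells stimulated with NPY near EC25 plus isoproterenol at EC100; 0% = vehicle plus submaximal agonist and 100% = vehicle plus saturating agonist; some results beyond the cut were filed as inactive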
# MDM2 E3 inh: MDM2-luciferase reporter signal enhancers, primary screen, MDM2 E3 ligase inhibitor project, cell-based, luminescence, 1536-well; E3 ubiquitin-protein ligase Mdm2 (Homo sapiens), Q00987; cell-based MDM2 ubiquitination luciferase reporter, 2 h; 0 = plate control, 100 = twice control, blank-subtracted; signal enhancement, % at 5 µM; 210,000 compounds, 0.11% hits;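 active means signal enhancement of 30% or more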;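 further: luminescence tracks abundance of the self-degrading MDM2-luciferase fusion protein; higher signal means inhibition of MDM2 E3 ligase activity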
#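 Timing – 2 h compound exposure at 37 °C · Assay system – mammalian cells stably expressing self-ubiquitinating, self-degrading MDM2 E3–luciferase fusion · Amount – 2000 cells seeded into each well · Measure – % luminescence enhancement versus blank-corrected plate control mean · Measured by – SteadyLite luminescence, 15 min reagent step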
# S1P4 ag: S1P4 receptor agonists, primary screen, cell-based; Sphingosine 1-phosphate receptor 4 (Homo sapiens), O95977; S1P4-expressing cell line, agonist reporter assay; activation, % at 4.98 µM; 220,000 compounds, 0.35% hits; AID 1509, 2009; in the data active means activation above about 11%;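 further: 0% = DMSO vehicle and 100% = reference agonist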
# Target sequence (O95977 whole entry, looked up): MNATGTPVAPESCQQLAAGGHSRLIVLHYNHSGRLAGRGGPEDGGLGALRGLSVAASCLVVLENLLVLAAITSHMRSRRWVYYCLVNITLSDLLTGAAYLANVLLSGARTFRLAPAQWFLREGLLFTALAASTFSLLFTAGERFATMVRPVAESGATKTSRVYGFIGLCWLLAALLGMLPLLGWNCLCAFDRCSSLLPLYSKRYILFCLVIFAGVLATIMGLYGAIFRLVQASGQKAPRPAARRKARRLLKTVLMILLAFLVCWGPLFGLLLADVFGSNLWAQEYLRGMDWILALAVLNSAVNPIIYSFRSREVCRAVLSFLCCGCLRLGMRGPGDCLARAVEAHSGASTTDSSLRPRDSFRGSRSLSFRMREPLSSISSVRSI
# Wee1 stabilizer: Wee1 degradation inhibitors, primary screen, cell-based, HeLa, Wee1K328M-luciferase, luminescence; Wee1-like protein kinase (Homo sapiens), P30291; HeLa Luc-Wee1K328M stability; 100% = proteasome inhibitor MG132 effect; reporter increase, % at 5 µM; 220,000 compounds, 1.2% hits;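 active means activation above the mean of all tested compounds plus 3 SD, set per screening run, cut at about 8.8% in these data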;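 further: cells exposed to compound for 20 h before luminescence read; 0% = DMSO alone and 100% = MG132 at 30 µM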
# Target sequence (P30291 whole entry K328M): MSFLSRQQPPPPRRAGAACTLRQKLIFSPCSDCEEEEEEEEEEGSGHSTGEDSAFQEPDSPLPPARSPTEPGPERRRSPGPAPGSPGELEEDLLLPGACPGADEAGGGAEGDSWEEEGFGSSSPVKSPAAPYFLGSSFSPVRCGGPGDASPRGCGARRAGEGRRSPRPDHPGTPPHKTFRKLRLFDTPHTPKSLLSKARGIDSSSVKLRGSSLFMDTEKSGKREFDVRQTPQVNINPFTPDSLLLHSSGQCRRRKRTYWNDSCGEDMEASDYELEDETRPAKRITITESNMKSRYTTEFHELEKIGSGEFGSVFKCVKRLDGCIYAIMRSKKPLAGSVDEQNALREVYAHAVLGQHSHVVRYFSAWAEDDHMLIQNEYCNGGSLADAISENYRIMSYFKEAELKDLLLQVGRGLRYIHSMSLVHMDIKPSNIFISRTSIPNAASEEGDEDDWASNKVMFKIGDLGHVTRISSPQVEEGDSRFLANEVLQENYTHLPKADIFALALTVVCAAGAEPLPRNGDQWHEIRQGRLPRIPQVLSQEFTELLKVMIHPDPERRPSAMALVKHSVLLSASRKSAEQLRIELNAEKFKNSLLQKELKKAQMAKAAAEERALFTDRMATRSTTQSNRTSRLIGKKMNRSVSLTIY
# Ba/F3 V617F tox: reduced viability of JAK2V617F-dependent Ba/F3 cells, primary screen, JAK2V617F inhibitor project, cell-based, Ba/F3 EpoR-JAK2V617F, luminescence; ATP luminescence; inhibition, % at 5.6 µM; 220,000 compounds, 1.1% hits; AID 1446, 2008;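 active means inhibition above the campaign mean plus 3 SD over all tested compounds, cut at about 24% in these data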;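 further: cytokine-independent growth of Ba/F3 cells driven by EpoR plus mutant JAK2; 0% = DMSO-treated cells and 100% = JAK inhibitor I control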
# BaF3 tox: parental Ba/F3 cell viability inhibition, counter-screen for JAK2V617F inhibitor project, murine pro-B, CellTiter-Glo luminescence. CellTiter-Glo ATP luminescence. inhibition, % at 5.6 µM. 220,000 compounds, 1.1% hits. AID 1486, 2009;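 active means inhibition above a per-campaign cutoff, the mean inhibition of all tested compounds plus 3 SD, cut at about 27% in these data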;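 further: 0% = DMSO wells and 100% = JAK Inhibitor I control wells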
# S1P4 antagonist: S1P4 receptor antagonists, primary screen, cell-based | 220,000 compounds, 0.26% hits | inhibition, % at 4.98 µM | S1P4-expressing cells, antagonist mode, reporter read-out | Sphingosine 1-phosphate receptor 4 (Homo sapiens), O95977; in the data active means inhibition above about 29%;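 further: 0% = wells stimulated with agonist and 100% = vehicle wells without agonist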
# eIF4E 4G PPI: eIF4E–eIF4G protein interaction inhibitors, primary screen, biochemical, uHTS, TR-FRET, eIF4GI fragment. Eukaryotic translation initiation factor 4E (Mus musculus) + Eukaryotic translation …. TR-FRET eIF4E-eIF4GI(517-606) binding, 2 h. inhibition, % at 21.7 µM. 220,000 compounds, 0.37% hits;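 active means inhibition above about 30%, limit read from the data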;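 further: 0% = full FRET control wells and 100% = background wells lacking eIF4GI fragment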
# * marks the source's active call; other numbers are inactive results; · = not tested or not shown; [ ] = remark or other dose.
compound	eIF4E 4G PPI	S1P4 ag	S1P4 antagonist	MDM2 E3 inh	NPY-Y2 PAM-ag	BaF3 tox	Wee1 stabilizer	PERK inh	Ba/F3 V617F tox
O=C(c1ccc2c(c1)OCCO2)N(c1ccccn1)C1CCCCC1	7.5	-1.1	4.7	2.9	11.9	5.7	-1.8	1.4	-0.4
CC[C@H](C)C(C(=O)N1CCN(C(=O)OC(C)(C)C)CC1)n1cc(C(Cc2ccc(O)cc2)NC(=O)OC(C)(C)C)nn1 (stereo partly drawn)	-1.6	0.1	4.5	·	11.4	1.3	6.0	1.3	-0.8
Cc1ccc2[nH]c3c(c2c1)CN(C(=O)CN1CCN(c2ccccc2F)CC1)CC3	-0.7[fluorescence artefact?]	-1.0	-4.5	-7.2	5.1	-0.2	-1.9	-1.0	-4.3
S=C(Nc1ccccc1)c1nc2ccccc2s1	2.8	3.6	-16.9	·	-3.0	0.1	3.8	-0.5	-1.7
O=C(CSc1ccc(-c2ccc(F)cc2)nn1)NCCc1ccccc1	1.0	2.8	2.5	-4.0	3.6	0.4	-2.1	1.5	1.1
COc1cccc(N2CC(C(=O)NC3CCCCC3)CC2=O)c1 (stereo not drawn)	1.8	-0.6	-7.5	-11.6	-5.0	11.1	2.8	-0.1	3.6
CN(C)c1ccc(-c2nn3c(-c4ccc(Cl)cc4Cl)nnc3s2)cc1	0.6	2.2	-20.1	-13.0	1.0	-2.8	-2.3	0.2	-3.6
Cc1nn(C)c(C)c1N1C(=O)c2cccc3c(Br)ccc(c23)C1=O	3.6	1.5	44.1*	-2.5	-0.2	5.7	-0.4	-0.2	1.8
CCC(C)(C)NC(=O)c1cc(OC)c(OC)cc1[N+](=O)[O-]	6.2	-0.4	-4.6	-7.7	4.3	9.1	1.3	-0.9	2.0
COc1ccc(NC(=O)CN2C(=O)/C(=C3\SC(=S)N(C4CCS(=O)(=O)C4)C3=O)c3ccccc32)cc1 (stereo not drawn)	6.8	1.7	7.2	-14.2	-11.9	1.1	-3.9	2.0	-4.5
Cc1ccc2oc(=O)n(CCOc3ccccc3C)c2c1	-3.7	1.8	9.4	-1.5	-37.5	5.2	-2.8	-0.1	1.1
Cc1nn(-c2ccccc2)c2nc(N)c(C#N)c(-c3ccc(C(C)(C)C)cc3)c12	3.1	2.0	2.3	-14.5	-12.9	-5.2	1.7	-1.2	-3.1
COc1ccc(-n2cc(CN(C)CCO)c(-c3cccc(F)c3)n2)cc1	3.4	1.2	4.6	-5.8	-4.8	9.6	1.6	-0.4	2.4
COc1ccc(C(c2c[nH]c3ccccc23)c2c[nH]c3ccccc23)cc1O	0.5[fluorescence artefact?]	1.9	-13.7	-15.7	38.5*	4.7	-2.4	0.2	0.7
CCCCN1C(=O)NC(NS(=O)(=O)c2ccc(N)cc2)(C(F)(F)F)C1=O (stereo not drawn)	-2.6	-1.8	-26.1	6.8	-9.6	0.8	-1.7	-1.3	5.7
Cc1cc(Nc2cccc(O)c2)c2ccccc2n1	-3.6	0.9	-17.2	-6.9	-4.8	4.7	-0.9	0.0	2.6
CN1/C(=C/C=N/n2cnnc2)C(C)(C)c2ccccc21	-2.4	1.8	-17.0	1.8	-14.2	3.5	0.3	-0.6	0.4
CCOC(=O)N1CCN(C(=O)CSc2nnc(-c3cc(OC)cc(OC)c3)o2)CC1	-3.8	2.3	-9.6	·	13.1	4.7	4.0	-0.7	-1.9
O=c1[nH]c2ccc(NC(=S)Nc3ccc(Cl)cc3Cl)cc2[nH]1	2.8	-4.3	-5.7	-18.6	-21.4	4.2	2.3	1.9	-2.1
O=C1CC(c2ccc(F)cc2)CC(O)=C1C=NCCN1CCN(C(=O)Nc2ccccc2)CC1 (stereo not drawn)	-9.1	1.2	-21.8	-28.5	12.3	-2.1	0.4	-0.3	-3.6
CN(C)C(=O)COc1ccc2cc(-c3ccccc3)c(=O)oc2c1	6.2	-2.6	1.0	-14.5	-9.6	7.7	-0.4	0.0	4.8
NC(=O)NCc1cccs1	4.6	-0.4	-14.5	-7.3	4.8	-1.1	1.1	1.4	-4.5
Cc1oc2c(CN3CCCC3)c(O)ccc2c(=O)c1Oc1ccccc1Br	7.0	1.4	-4.5	-10.1	-6.6	6.7	-0.9	-0.4	1.0
O=C(O)CCN1C(=O)c2ccncc2C1=O	-0.7	-2.0	-6.9	-15.9	-9.2	-1.6	-1.8	-0.4	0.6
CN(C)C(=O)c1ccc(-n2cccn2)nc1	-2.4	1.0	-13.8	-8.6	1.4	5.4	-0.7	0.4	0.4
O=C(Cc1ccc(Cl)cc1)N/N=C/c1c(Cl)cccc1Cl	-16.9	0.5	-29.4	-12.5	8.3	7.8	-3.8	-0.2	0.3
CC(=O)Nc1ccccc1-c1nc2ccccc2nc1OCC(=O)c1ccc(Cl)cc1	0.5[fluorescence artefact?]	0.4	-14.3	-15.7	-1.2	7.7	1.7	0.9	0.0
Cc1ccc(S(=O)(=O)Nc2ccc3c(c2)CCC3)cc1	4.0	2.6	-9.7	-9.9	10.9	6.9	-3.4	0.8	0.1
Oc1ccc2ccccc2c1/C=N/Nc1ccccc1	-3.6	-0.8	-4.0	-12.7	19.2	0.9	-0.2	0.7	-3.6
CCOC(=O)C1(Cc2cccc(F)c2)CCN(C(=O)Cn2cnnn2)CC1	-8.7	-0.2	8.2	-1.4	8.7	-0.4	1.1	-1.2	4.1
Cn1c(SCc2nc3ccccc3c(=O)[nH]2)nc2ccccc21	-2.6	-1.5	-11.6	-2.5	-19.0	1.2	2.9	0.6	-0.9
COc1ccc(Cl)cc1NC(=O)NC(C)C	-4.8	-1.8	9.6	-24.7	1.7	0.6	1.3	1.1	-3.2
CC1(C)CC(=O)C(C2C3=C(CC(C)(C)CC3=O)Oc3ccccc32)C(=O)C1 (stereo not drawn)	-4.7	1.0	6.9	-3.8	5.2	-1.2	2.0	0.8	-0.1
COc1ccc(N(CC(=O)N2CCc3ccccc32)S(=O)(=O)c2c(C)n[nH]c2C)cc1	0.7	0.1	-8.4	-6.7	7.4	0.1	2.6	-1.7	3.3
CN=CC1=C(O)C(C(=O)OC)C(C)(C)CC1=O (stereo not drawn)	-0.9	-0.9	-3.5	-3.6	13.9	-3.0	1.3	0.3	-2.2
C(=C\c1ccccc1)/CNCC1CCCO1 (stereo not drawn)	3.1	0.6	9.8	-4.0	4.1	-0.4	-2.1	0.0	0.8
O=C(COC(=O)c1ccccc1)NCc1ccco1	3.9	0.8	-22.3	-11.8	-12.4	5.8	2.1	-1.5	1.8
O=S(=O)(Nc1nc2ccccc2nc1Nc1ccc2c(c1)OCO2)c1ccccc1	3.7	0.5	-4.7	-24.1	6.8	3.6	14.2*	1.0	1.3
CC(=O)Nc1c(C)ccc(CNC(=O)COc2ccc(F)cc2)c1C	-2.5	2.4	-5.4	8.2	-9.1	2.0	-1.4	0.5	0.4
C=CCn1c(Cc2ccc(OCC)cc2)nnc1SCC(N)=O	-1.8	-3.7	-12.5	-2.6	3.2	0.4	0.8	0.6	-3.8
O=C(NCc1ccco1)c1cccc(N2CCCC2=O)c1	-3.5	4.2	-19.7	-63.2	-7.4	4.7	-1.3	-1.0	3.9
COC(=O)Cc1n[nH]c(=O)c2ccccc12	-1.4[fluorescence artefact?]	0.4	5.8	-18.9	7.8	3.3	3.8	3.5*	-2.0
Cc1c(Nc2cc(N3CCOCC3)c3nonc3c2[N+](=O)[O-])c(=O)n(-c2ccccc2)n1C	0.5	-3.4	0.5	0.0	12.8	-0.7	-2.5	0.2	-1.6
N#C/C(=C\c1c[nH]c2ccccc12)C(N)=O	-6.7	4.9	-15.7	·	0.9	-3.5	-1.6	1.3	-4.4
Fc1ccc(CSc2nc3ccccc3[nH]2)cc1	4.7	-0.7	-11.8	-10.6	-17.3	4.8	4.5	-0.1	-1.0
O=C(NCCN1CCN(c2ccccc2)CC1)c1cccc(Br)c1	-0.9	-0.4	-28.1	-2.5	-7.6	3.1	4.0	-0.9	-1.3
CCCCN(C)S(=O)(=O)c1cc(Br)cc2c1N(C(=O)C1CC1)CC2	3.3	0.7	-8.0	4.6	2.5	11.4	4.2	-1.0	2.0
COc1ccc(S(=O)(=O)N2CCOCC2)cc1NC(=O)CSc1nnc2c(n1)[nH]c1ccccc12	-0.8	-0.6	1.1	·	-4.7	-5.0	-0.3	0.4	-4.7
COc1ccc(Oc2coc3cc(OC(=O)/C=C/c4ccc(F)cc4)ccc3c2=O)cc1	3.2	-2.0	-6.3	-10.5	-6.3	7.7	2.2	1.1	3.0
COc1ccc(/C=C/C(=O)N2CCN(S(=O)(=O)c3ccccc3)CC2)cc1OC	2.3	-2.7	-15.4	-90.1	-4.8	3.8	-0.9	-0.8	2.5

# Further records follow.
compound	eIF4E 4G PPI	S1P4 ag	S1P4 antagonist	MDM2 E3 inh	NPY-Y2 PAM-ag	BaF3 tox	Wee1 stabilizer	PERK inh	Ba/F3 V617F tox
CC(C(=O)O)c1n[nH]c(=O)c2ccccc12 (stereo not drawn)	-13.4[fluorescence artefact?]	-2.1	2.2	-9.6	0.1	0.8	-1.0	0.1	0.8
COc1cc(-c2cc(=O)c3c(O)cc(O)cc3o2)ccc1O	1.6	0.5	-4.3	-6.8	-20.0	-2.5	-0.7	0.9	3.5
O=C(O)c1ccccc1CSc1nnc2c(n1)[nH]c1ccccc12	-0.5	1.6	-10.1	-11.3	-12.8	-3.8	-0.2	3.1*	-1.2
COc1c2ccoc2nc2c(OC)c(OCC(O)C(C)(C)O)ccc12 (stereo not drawn)	18.3	0.3	-16.7	-16.4	3.4	4.8	-0.7	0.2	1.4
CN1CCN(c2oc(/C=C/c3ccccc3)nc2C#N)CC1	2.6	0.3	-13.3	-10.5	2.9	4.5	-2.4	-1.9	-2.6
CSCCC(NS(=O)(=O)/C=C/c1ccccc1)C(=O)N1CCC(C)CC1 (stereo not drawn)	4.7	-0.4	6.0	-6.4	7.9	2.1	-0.6	-0.8	0.7
O=C(NCc1ccco1)C(=O)c1c[nH]c2ccccc12	-1.1	-1.6	-6.6	-19.4	-1.8	5.0	-0.2	1.3	3.1

# Bioassay records: PubChem, several laboratories
